# Source: PubChem
# SARS 3CLpro inh = SARS-CoV 3CLpro protease inhibition | inhibition, % at 6 µM | recombinant SARS-CoV 3CLpro, quenched FRET peptide cleavage | 290,000 tested, 0.14% active; in the data active = inhibition above about 12%
# Vc quorum ag = induces V. cholerae light production without autoinducers; 350,000 tested, 0.16% active; V. cholerae BH1578 lux reporter, luminescence, 6 h; activation, % at 18.7 µM; AID 588436; in the data active = activation mostly above about 9.7%, no sharp cut-off; also: not every result past the cut was called active; inactives centre near 0; reference of the scale not given here
# MazF activator = increases E. coli MazEF RNase cleavage of RNA; P0AE70; FAM/BHQ RNA-DNA oligo cleavage fluorescence, 5 h; activation, % at 20 µM; 350,000 tested, 0.32% active; AID 504720; in the data active = activation above about 50%
# Target sequence (P0AE70 whole entry, looked up): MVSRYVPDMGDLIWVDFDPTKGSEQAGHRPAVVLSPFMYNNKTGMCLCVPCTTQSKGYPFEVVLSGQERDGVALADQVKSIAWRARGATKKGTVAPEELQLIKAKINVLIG
# Rv3671c inh = Rv3671c (M. tuberculosis) protease inhibition | P9WHR9 | inhibition, % at 5.96 µM | 320,000 tested, 0.048% active | AID 2606; in the data active = inhibition above about 38%;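 also: extracellular domain of Rv3671c used as enzyme; 0% = enzyme with DMSO and 100% = no enzyme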
# Target sequence (P9WHR9 whole entry, looked up, the tested form may be a part): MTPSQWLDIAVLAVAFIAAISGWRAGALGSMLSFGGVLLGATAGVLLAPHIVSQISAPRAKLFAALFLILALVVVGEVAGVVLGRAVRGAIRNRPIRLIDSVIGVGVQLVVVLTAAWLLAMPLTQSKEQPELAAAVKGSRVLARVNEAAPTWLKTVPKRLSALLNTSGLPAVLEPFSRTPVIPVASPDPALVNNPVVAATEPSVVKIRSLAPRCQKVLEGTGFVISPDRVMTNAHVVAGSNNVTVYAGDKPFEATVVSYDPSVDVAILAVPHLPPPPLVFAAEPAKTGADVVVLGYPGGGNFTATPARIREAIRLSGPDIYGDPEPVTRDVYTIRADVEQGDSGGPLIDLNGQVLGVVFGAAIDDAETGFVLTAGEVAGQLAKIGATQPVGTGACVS
# Yp Topo-I inh = blocks Yersinia pestis topoisomerase I activity; Y. pestis Topo-I cleavage product accumulation, plate reader; activity, % at 10 µM; 360,000 tested, 0.064% active; AID 504884; in the data active = activity above about 50%, passing the limit was not always enough; also: inactives centre near 2
# VHR inh abs = inhibitors of human VHR1 phosphatase (DUSP3) | recombinant VHR phosphatase, pNPP absorbance | AID 1654 | inhibition, % at 13.3 µM | 290,000 tested, 0.52% active; in the data active = inhibition above about 50%; also: some compounds called inactive have numbers as strong as hits
# Target sequence (P51452 whole entry, looked up): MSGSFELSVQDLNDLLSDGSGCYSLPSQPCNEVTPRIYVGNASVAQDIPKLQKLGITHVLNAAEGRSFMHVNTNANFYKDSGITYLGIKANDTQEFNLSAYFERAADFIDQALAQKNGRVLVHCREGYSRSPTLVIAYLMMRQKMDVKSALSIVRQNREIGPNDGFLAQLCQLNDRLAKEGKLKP
# PrPC TRFRET = cell surface PrPC inhibition, primary TR-FRET screen; P04156; TR-FRET read-out; inhibition, % at 13.8 µM; 370,000 tested, 0.43% active; AID 720596; in the data active = inhibition above about 24%; also: 0% = median of the test wells and 100% = reference compound wells
# TcdB inh = inhibitors of Clostridioides difficile toxin B glycohydrolase; P18177; TcdB glycohydrolase enzymatic assay, plate reader; inhibition, % at 9.99 µM; 350,000 tested, 0.24% active; AID 652162; in the data active = inhibition above about 10%
# CCHFV vOTU inh = blocks the CCHF virus ovarian tumor domain protease | 370,000 tested, 0.55% active | inhibition, % at 11.5 µM | CCHFV vOTU protease, Pep-AMC fluorescence | AID 651958; in the data active = inhibition above about 30%; also: 0% = vehicle wells with enzyme and 100% = no enzyme wells
# SSB-PriA inh = blocks PriA binding to SSB C-terminal tail. AlphaScreen SSBct-PriA binding, biotinylated peptide. inhibition, % at 33 µM. 430,000 tested, 0.6% active; in the data active = inhibition mostly above about 37%, no sharp cut-off; inactive = mostly below about 20%;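 also: plate controls were negative control peptide for no effect and reference peptide for full effect; strong numbers were not always called active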
# * hit, by the source's call; i = inactive; . = no result given; & = joins results of further samples. These rows are one share of the data; the hit share may differ from the screen's.
# Each structure is followed by: SSB-PriA inh	TcdB inh	PrPC TRFRET	SARS 3CLpro inh	MazF activator	VHR inh abs	Rv3671c inh	CCHFV vOTU inh	Vc quorum ag	Yp Topo-I inh
1) C=CCNc1nnc(C)c2ccccc12
→ 1	.	-6	-7	3	14	6	4	-1.8	5
2) Cn1c(SCC(=O)O)nc2ccccc2c1=O
→ -22	1.0	6	1	0	-8	3	-9	i	3
3) CCCn1nnc(NC(=O)c2cc(Br)cc(Br)c2OC)n1
→ -9	.	10	2	-6	6	-1	-8	-0.3	2
4) O=C(Nc1ccc(S(=O)(=O)N2CCCCC2)cc1)C1CC(=O)N(c2ccc(Cl)cc2)C1 (configuration not stated)
→ 1	-0.7	2	-2	3	31	-49	-5	-0.6	28
5) Cc1cccc(N2CCC(N=CN(C)C)=N2)c1
→ -7	-20	11	2	4	22	-5	6	-0.3	-8
6) Cc1ccc(C(=O)COC(=O)c2cc(=O)[nH]c3ccccc23)cc1
→ -8&-11	11*	6	5	3	14	6	-2	-0.4	-10
7) Cc1ccc(Cn2c(SCC(=O)NCC3CCCO3)nc3c2c(=O)n(C)c(=O)n3C)cc1 (configuration not stated)
→ 0	2.6	-5	1	11	1	3	5	i	-2
8) COc1ccccc1CNC(=O)c1ccc(SC)cc1OC
→ -22	2.8	.	-1	3	24	-12	.	0.2	29
9) CCC(=O)Nc1cc2nn(-c3ccc(OC)cc3)nc2cc1C
→ 3	.	-12	-4	-11	29	-5	-56	i	-2
10) COc1ccc(CCn2c(-c3ccc(C(C)(C)C)cc3)n[nH]c2=S)cc1OC
→ 2	-0.3	12	6	0	1	7	17	-0.5	22
11) C[C@H](CO)N1C[C@H](C)[C@H](CN(C)S(=O)(=O)c2ccc(Cl)cc2)OCc2cnnn2CCCC1=O
→ .	1.0&1.0	-12	.	-15	.	.	-3	i	8
12) O=C(CSc1nnnn1C1CC1)N1CCN(c2cccc(Cl)c2)CC1
→ 4	1.4	-7	.	9	.	5	-5	i	17
13) COc1cc(OC)c(NS(=O)(=O)c2c(C)[nH]c(=O)[nH]c2=O)cc1Cl
→ 0	-0.6	4	-3	2	-15	.	-11	-0.2	-4
14) O=C(c1cccc(Br)c1)N1CCN(C2=NS(=O)(=O)c3ccccc32)CC1
→ -9	1.3	-3	0	6	-5	-2	-1	-0.3	-12
15) CC(C)NC(=O)c1cccc(Cn2cc(Cl)cn2)c1
→ -3	.	0	-3	5	24	2	-2	-6.2	-3
16) O=C(CN1CCN(Cc2ccccc2)CC1)Nc1ccc(-n2cnnn2)cc1
→ 3	0.4	0	2	2	30	-3	1	i	-7
17) CC(=O)N1CCN(c2ccccc2NC(=O)Cc2ccc(Cl)cc2)CC1
→ -12	2.2	6	1	0	-5	-2	12	-2.7	6
18) CCN(CC)CCN1C(=O)C(O)=C(C(=O)c2sc(C)nc2C)C1c1cccnc1 (configuration not stated)
→ -15	.	-4	-4	-3	-18	-1	5	i	9
19) Cc1cc(Cl)c(OCCCN2CCCCC2)c(Br)c1
→ -6	-1.8	10	5	5	-7	16	4	1.7	8
20) COc1ccc(/C=C(/NC(=O)c2cccc([N+](=O)[O-])c2)C(=O)O)cc1
→ -9	0.9	-12	5	-16	18	-4	-9	-0.1	-2
21) CC(=O)Oc1cc2c(C(C)=O)coc2c2ccccc12
→ -7	.	7	2	4	21	-2	1	2.6	0
22) O=C(Nc1ccc(OC(F)(F)F)cc1)c1ccc2c(c1)no[n+]2[O-]
→ 8	1.1	-2	.	19	.	13	14	-0.5	2
23) CC(C)(O)C(=O)NN(C(=O)c1ccccc1)c1cccc(Br)c1
→ -21	.	9	-6	7	14	6	5	-0.3	-1
24) Cc1ccc(O)c(C2=NNC(c3ccc(Cl)cc3)C2)c1 (configuration not stated)
→ -4	0.3	-1	4	-24	-5	6	6	i	-8
25) CC(=O)c1ccc(NC(=O)/C(=C\c2ccccc2)NC(=O)c2ccco2)cc1
→ -3	0.8	-3	1	1	-4	12	0	i	4
26) CCCCCCSc1ccc([C@H]2N[C@@](CC(C)C)(C(=O)OC)[C@H]3C(=O)N(C)C(=O)[C@@H]23)cc1OC
→ 5	1.6	-2	.	3	.	-8	23	i	26
27) COC(=O)c1cccc(NC(=S)N2CCN(C)CC2)c1
→ -4	0.9	5	-5	7	14	1	2	2.1	8
28) COc1ccc(C(=O)NNC(=O)CSc2nnc(-c3cccnc3)o2)cc1
→ -15	-0.2	-8	-3	2	-5	-2	0	i	7
29) CCN(CC)S(=O)(=O)c1cccc(-c2nnc(SCc3nnc(-c4ccccc4)o3)n2C)c1
→ -7	.	2	3	3	24	4	2	i	16
30) COc1ccc(CCNC(=O)COC(=O)Cc2cccc(F)c2)cc1
→ -9	2.2	5	.	4	.	.	-1	-1.2	-7

# Just Yp Topo-I inh and VHR inh abs, for 4 of the compounds above:
entry	mol	Yp Topo-I inh	VHR inh abs
22	O=C(Nc1ccc(OC(F)(F)F)cc1)c1ccc2c(c1)no[n+]2[O-]	2	.
20	COc1ccc(/C=C(/NC(=O)c2cccc([N+](=O)[O-])c2)C(=O)O)cc1	-2	18
3	CCCn1nnc(NC(=O)c2cc(Br)cc(Br)c2OC)n1	2	6
5	Cc1cccc(N2CCC(N=CN(C)C)=N2)c1	-8	22

# Next section
# Each structure is followed by: SSB-PriA inh	TcdB inh	PrPC TRFRET	SARS 3CLpro inh	MazF activator	VHR inh abs	Rv3671c inh	CCHFV vOTU inh	Vc quorum ag	Yp Topo-I inh
31) CCOC(=O)c1sc2nc(N3CCOCC3)c3c(c2c1N)CCN(Cc1ccccc1)C3
→ -3	.	1	2	1	14	-4	-9	i	2
32) CC(CCc1ccccc1)NC(=O)CN1CCN(Cc2ccccc2)C1=O (configuration not stated)
→ -5	.	0	-1	-3	21	3	-12	-0.4	4
33) COc1cc([N+](=O)[O-])ccc1NC(=O)COC(=O)CCOc1ccc(C)cc1
→ 1	0.1	-23	.	6	.	-1	4	i	-1
34) CC(C)(C)c1ccc(N2C(=O)Cc3c2nc(N)c(C#N)c3N)cc1
→ 19	.	-1	5	-12	6	2	-1	-0.7	-10
35) CC(=O)Nc1c(C(N)=O)oc2ccc(Cl)cc12
→ 7	0.1	-1	-4	8	-9	1	7	-0.5	-6
36) CC1CC(C)CN(CCCNC(=O)c2c(O)nc3ccccn3c2=O)C1 (configuration not stated)
→ -6	3.5	-5	.	2	.	1	1	i	0
37) Cc1cc(NC(=O)CSc2nc3ccccc3c(=O)n2CCCC(=O)NCc2ccco2)n[nH]1
→ -2	.	6	-1	0	27	2	-1	-0.3	8
38) COc1ccccc1CNc1ccc2nnc(CCNC(=O)c3ccccc3)n2n1
→ -8	0.0	4	6	2	20	-1	8	i	7
39) CCN1CCN(C(=O)C2=CC(c3ccc(C)cc3)=NS(=O)(=O)N2C)CC1
→ 3	0.8	-2	-4	-5	-2	3	13	-0.2	4
40) Oc1ccc(-c2cn3cc(C(F)(F)F)ccc3n2)cc1
→ -2	.	9	-1	-4	-7	0	-12	-0.4	-4
41) O=C(O)c1cccc(-c2ccc(/C=N/NC(=O)c3cccnc3)o2)c1
→ .	.	-7	2	3	-2	-2	-10	i	3
42) NC(=O)c1ccsc1NC(=O)CN1CCN(S(=O)(=O)c2ccccc2C(F)(F)F)CC1
→ -17	1.7	1	.	2	.	.	5	-0.6	-4
43) CCc1ccc(NC(=O)C(C)OC(=O)c2ccc(-n3cnnn3)cc2)cc1 (configuration not stated)
→ 0	0.8	10	.	6	.	-6	4	i	1
44) CSc1cccc(NC(=O)CCS(=O)(=O)c2cccc3nonc23)c1
→ 9	1.3	-43	3	2	12	4	3	-0.3	0
45) Cc1cc(NS(=O)(=O)c2ccc(NS(=O)(=O)c3cc(C)c(Cl)cc3Cl)cc2)no1
→ -13	0.1	7	9	4	14	1	16	-0.8	7
46) CCN(Cc1ccccc1)c1ccc(/C=N/N2CCOCC2)cc1
→ .	-13	3	-4	-3	6	9	7	-2.0	35
47) Cn1nccc1CNC(=O)c1c(Cl)cnn1C
→ 3	-0.3	4	-2	-12	-11	11	15	-4.8	3
48) COc1ccc(C=C2C(=O)N(C)C(=O)N(C)C2=O)cc1CSc1ccccn1
→ -5	.	1	4	1	10	-9	8	-0.4	-1
49) Cc1cc(C)n(/N=C/c2cccc([N+](=O)[O-])c2)c(=O)c1
→ .	.	4	-2	-6	-7	2	20	-0.4	2
50) CCn1nc(NC(=O)c2ccncc2)c2cc3ccc(C)cc3nc21
→ 0	.	-14	0	-4	28	-2	-3	1.2	22
51) COc1ccc(OC)c(-c2c3c([nH]c(=S)c2C#N)CCCC3)c1
→ 1	1.6	3	3	-10	21	6	4	-0.6	7
52) COc1cc(NC(=O)C2CCCC2)c(OC)cc1Cl
→ -7	.	10	0	-14	19	2	3	0.1	6
53) Cc1cccc2cc(/C=N/NC(=O)c3ccccc3O)c(Cl)nc12
→ .	1.3	0	2	10	25	-10	8	-0.4	-10
54) COc1ccc(C(=O)CSc2nnc(CNC(=O)c3ccccc3)o2)cc1
→ 2&-4	0.7	-1	1	-4	-9	4	11	.	4
55) COc1ccc(CNC(=O)C(C)n2nc(C)c3c(C)n(-c4ccccc4)nc3c2=O)c(OC)c1 (configuration not stated)
→ -5	2.2	-2	-5	11	22	-6	7	i	18
56) OC(c1ccc(F)cc1)c1nc(-c2ccc(F)c(Cl)c2)cs1 (configuration not stated)
→ .	0.3	9	.	.	.	.	9	i	2
57) O=C(COc1ccccc1Cl)NCCNC(=O)c1ccncc1
→ -11	1.8	-7	-3	-9	3	-3	-8	-0.2	9
58) CN1CCN(C(=O)c2cccn(Cc3ccc(C(F)(F)F)cc3)c2=O)CC1
→ 3	1.0	2	1	-11	27	-1	-12	-2.2	-1
59) O=C(NCc1ccccn1)c1cccs1
→ -14	.	8	-3	2	-5	-6	-3	-0.2	3
60) Cn1ncc(Br)c1NC(=O)Nc1ccccc1
→ -6	.	.	-5	4	-13	0	.	-0.8	1

# Later entries:
# Each structure is followed by: SSB-PriA inh	TcdB inh	PrPC TRFRET	SARS 3CLpro inh	MazF activator	VHR inh abs	Rv3671c inh	CCHFV vOTU inh	Vc quorum ag	Yp Topo-I inh
61) CN(NC(=O)COc1ccccc1)c1ccccc1
→ -10	.	4	1	1	22	2	-7	-0.4	-4
62) Cc1onc(-c2ccccc2)c1C(=O)NC(C)c1ccccc1 (configuration not stated)
→ 3	0.4	-19	.	8	.	0	-5	-0.9	7
63) O=C(COC(=O)Cn1cnc2ccccc2c1=O)Nc1ccccc1OC(F)F
→ 4	0.8	0	.	11	.	1	0	.	6
64) CCN(C(=O)COC(=O)c1cc(-c2ccccc2)nc2c1c(C)nn2-c1ccccc1)C1CCS(=O)(=O)C1 (configuration not stated)
→ -11	-0.2	8	-6	-8	38	-9	2	-0.1	2
65) COc1ccc(C(=O)Nc2ccc(N3CCN(c4ccc(OC)cc4)CC3)c(C#N)c2)cc1
→ -3	.	-3	4	-5	-8	-5	11	-5.0	-1
66) CSCCC(NC(=O)c1ccco1)C(=O)NCC(c1ccco1)N1CCCCC1 (configuration not stated)
→ -3	1.9	-5	.	-1	.	-3	-5	-0.3	-5
67) CCC(Cc1ccccc1)n1c(=S)[nH]c2ccccc2c1=O (configuration not stated)
→ -8	0.0	10	0	6	33	-5	10	-0.5	10
68) Cc1ccc(O)c(-c2cc(C(=O)NCc3ccc4c(c3)OCO4)[nH]n2)c1
→ -12	.	5	3	11	-20	-3	-3	-0.2	0
69) CCCNC(=O)C1(C)CCCN(C(=O)c2cccc(C#N)c2)C1 (configuration not stated)
→ .	-0.3	-3	.	.	.	.	-2	i	3
70) COc1ccc(CCNS(=O)(=O)c2cccc(C(=O)O)c2)cc1OC
→ -4	.	8	-1	4	14	-4	5	-7.7	6
71) CS(=O)(=O)N1CCN(c2ccccc2NC(=O)c2ccc([N+](=O)[O-])o2)CC1
→ -16	-2.4	7	2	-16	6	10	7	i	4
72) CON(C)C(=O)C[C@@H]1C[C@H](OC(=O)c2ccc([N+](=O)[O-])cc2)CN1C(=O)OC(C)(C)C
→ 4	-1.1	3	.	1	.	-7	8	-4.5	20
73) COc1ccccc1Nc1nc(=O)[nH]nc1C
→ -5	.	-1	-2	7	12	4	2	-0.4	1
74) COc1ccc(NC(=O)C2CCCN(C)C2)cc1OCC(C)C (configuration not stated)
→ -2	.	0	-6	2	-27	1	0	i	-5
75) COc1ccc(NC(=O)CSc2nc3cccnc3n2C)cc1
→ -11	0.9	10	0	-2	-8	-4	11	i	0
